Source: PubChem BioAssay (National Center for Advancing Translational Sciences (NCATS))
uPA generation = qHTS for Inhibitors of Cell Surface uPA Generation; Potency, µM (titrated, usually from 38.3 µM), for the others: at the top dose activity change, negative = inhibition, actives largely listed as inhibitors; cell surface uPA generation assay, qHTS; AID 540303, 2011; 0.31% of 330,000 active; active = well fitted inhibition curve with a large enough effect; inconclusive = small, poorly fitted or top-dose-only effect; inactive = no such curve, though single readings can be large or run the other way; tested in mouse RAW 264.7 cells; note: potency is the fitted concentration of half-maximal effect; nearly all actives have a fitted effect of over 55% in size
B2AR arrestin = qHTS assay of beta-arrestin-biased ligands of beta2-adrenergic receptor; 0.02% of 330,000 active; beta-arrestin recruitment to beta2AR, cell-based reporter; Potency, µM (doses to about 46.1 µM), for inactives: at the top dose activation, usual class: activators;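 note: potency is the fitted concentration of half-maximal effect; 0% = DMSO controls and full agonism = EC100 isoproterenol or metaproterenol; nearly all actives have a fitted effect of over 65% in size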
Target sequence (P07550 whole entry, looked up): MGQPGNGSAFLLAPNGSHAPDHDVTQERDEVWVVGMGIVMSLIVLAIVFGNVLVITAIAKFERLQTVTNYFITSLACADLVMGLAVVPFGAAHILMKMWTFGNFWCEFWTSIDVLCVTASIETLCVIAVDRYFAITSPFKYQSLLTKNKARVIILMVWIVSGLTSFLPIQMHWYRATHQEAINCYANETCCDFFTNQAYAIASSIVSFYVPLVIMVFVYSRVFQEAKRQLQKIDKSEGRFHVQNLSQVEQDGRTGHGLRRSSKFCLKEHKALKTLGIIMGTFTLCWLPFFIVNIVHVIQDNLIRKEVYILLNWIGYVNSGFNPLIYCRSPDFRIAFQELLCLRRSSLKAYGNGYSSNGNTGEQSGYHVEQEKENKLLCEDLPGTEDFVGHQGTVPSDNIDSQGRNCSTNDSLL
Chronic BCR inh = qHTS Assay to Find Inhibitors of Chronic Active B-Cell Receptor Signaling; 0.05% of 340,000 active; ABC-DLBCL IkBa-CBG/CBR reporter, luminescence ratio, 4 h; AID 493014, 2011; Potency, µM (series often up to 46.1 µM), for inactives: at the top dose ratio change, negative = lower green/red ratio, most hits filed as inhibitors; active = well fitted inhibition curve with a large enough effect in the signal ratio, with a control signal flat, not every such curve was filed as active; inconclusive = small, poorly fitted or top-dose-only effect, or effect the other way, or a change in a side signal; the % refers to the signal ratio;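 note: potency is the fitted concentration of half-maximal effect; plate controls were basal doxycycline-induced cells for no effect and cells given 10 µM MG132 for full effect; MG132 reads +100%, hits lower the ratio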
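Cell line TMD8 (human ABC DLBCL), stably expressing tet-inducible CBG68-IkBa fusion and CBR; IMDM/0.5% FBS; cpd up to 46 uM; dox induction, 4 h, 37C/5% CO2; dual luminescence; green/red ratio; MG132 control.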
PKM2 activator = qHTS Assay for Activators of Human Muscle isoform 2 Pyruvate Kinase; Potency, µM (highest dose often 57.5 µM), without a hit: at the highest dose activation, actives largely listed as activators; Pyruvate kinase PKM (Homo sapiens), P14618; 0.34% of 260,000 active; purified PKM2, Kinase-Glo ATP luminescence, activation; response scale: 0% is enzyme alone, no compound; note: potency is the fitted concentration of half-maximal effect; nearly all actives have a fitted effect of over 55% in size
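Kinase-Glo luminescence reports ATP generated from ADP (0.1 mM) and PEP (0.5 mM) by purified hPK-M2 after 1 h at room temperature, pH 7.2 imidazole buffer; intermediate enzyme activity allows detecting inhibitors and activators.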
USP2a inh = qHTS Assay for Inhibitors of Ubiquitin-specific Protease USP2a Using CHOP2 as the Reporter; USP2 core, Ub-CHOP2 coupled fluorogenic reporter, 485/531; Potency, µM (titrated, usually from 38.3 µM), inactives show top-dose activity change, negative = inhibition, actives largely listed as inhibitors; 0.01% of 330,000 active;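 note: potency is the fitted concentration of half-maximal effect; plate controls were DMSO wells for no effect and full inhibition by NEM control for full effect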
Target sequence (O75604 whole entry, looked up): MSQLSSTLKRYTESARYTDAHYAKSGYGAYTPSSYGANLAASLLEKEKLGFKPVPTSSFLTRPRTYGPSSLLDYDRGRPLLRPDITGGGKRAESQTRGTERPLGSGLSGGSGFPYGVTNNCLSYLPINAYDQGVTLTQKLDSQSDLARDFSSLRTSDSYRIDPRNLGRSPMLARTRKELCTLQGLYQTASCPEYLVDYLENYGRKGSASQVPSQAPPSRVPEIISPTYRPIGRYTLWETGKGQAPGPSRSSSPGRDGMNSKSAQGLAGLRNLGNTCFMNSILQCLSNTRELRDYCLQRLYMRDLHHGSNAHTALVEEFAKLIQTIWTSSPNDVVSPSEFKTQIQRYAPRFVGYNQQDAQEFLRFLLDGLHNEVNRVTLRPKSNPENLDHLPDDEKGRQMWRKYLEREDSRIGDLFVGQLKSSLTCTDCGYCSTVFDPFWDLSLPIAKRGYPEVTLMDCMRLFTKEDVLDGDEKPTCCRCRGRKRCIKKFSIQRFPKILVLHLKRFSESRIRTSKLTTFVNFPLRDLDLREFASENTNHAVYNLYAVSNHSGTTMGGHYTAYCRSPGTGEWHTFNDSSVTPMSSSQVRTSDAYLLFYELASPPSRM
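Cell-free coupled assay: 10nM USP2 core preincubated 30min RT with compound in Tris-HCl pH 8.0/CaCl2/CHAPS buffer, then 25nM Ub-CHOP2 and 25nM reporter substrate; fluorescence (Ex 485/Em 531) read after 60min RT, normalized to NEM inhibition, concentration-response curves fitted.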
GALK inh = qHTS Assay for Inhibitors of Human Galactokinase (GALK); Potency, µM (titrated, usually from 57.5 µM), for the others: top-dose activity change, negative = inhibition, most hits filed as inhibitors; 0.007% of 270,000 active; P51570; Purified GALK, Kinase-Glo residual ATP luminescence; note: potency is the fitted concentration of half-maximal effect
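The enzyme phosphorylates galactose (100 uM) using ATP (35 uM); inhibition is detected as higher residual ATP, quantified by bioluminescence after 1 h reaction at room temperature, pH 8.0.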
KCNH2 3.1 block = qHTS for Inhibitors of KCHN2 3.1: Mutant qHTS | Potassium voltage-gated channel subfamily H member 2, brain isoform KCNH2 3.1 (human) | U2OS KCNH2 3.1, thallium flux FluxOr; stronger effect = lower value | activity change, % (tested at about 1.8 µM) | 0.95% of 340,000 active | AID 720553, 2013;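 active = maximum activity change below -70%; inconclusive = maximum activity change from -70% to -50%; inactive = maximum activity change above -50%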;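 note: thallium influx rate constant from kinetic fluorescence after stimulation buffer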
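Normalized rate constant (relative to positive and negative DMSO controls) derived from a 2 min kinetic fluorescence read after stimulation; U2OS cells expressing the 3.1 isoform via virus at 1.77 x 10^8 /mL.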
Coupling enz = qHTS Assay for Inhibitors of Fructose-1,6-bisphosphate Aldolase from Giardia Lamblia: Coupling assay counterscreen. coupling enzyme system counterscreen, AmpLite Red fluorescence. activity change, negative = inhibition, % at 58.2 µM, hits read low. 0.67% of 290,000 active. AID 2472, 2010; in the data active = activity change below about -30%
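Counterscreen of the coupled detection system alone, without aldolase: glyceraldehyde-3-phosphate coupling enzymes plus AmpLite Red readout. Compounds at 57.5 uM final, 10 min RT preincubation, 20 min RT reaction, fluorescence 525/598 nm.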
Eya2 inh = qHTS Assay for Inhibitors of the Phosphatase Activity of Eya2; Protein phosphatase EYA2 (Homo sapiens), O00167; recombinant Eya2, OMFP fluorescence dephosphorylation (OMFP is methylfluorescein phosphate); Potency, µM (top dose mostly 76.9 µM), inactives show at the top dose activity, negative = inhibition, most hits filed as inhibitors; 0.006% of 330,000 active; AID 488837, 2010; note: potency is the fitted concentration of half-maximal effect
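Eya2 protein (added as 0.2 uM solution) was preincubated with compound for 10 min at ambient temperature in 50 mM HEPES pH 7.5, 50 mM NaCl, 5 uM MgCl2, 0.05% BSA, 1 mM DTT. OMFP (added at 50 uM) then reacted 10 min; fluorescence read at 485/525 nm.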
Giardia killer = Small Molecules that selectively kill Giardia lamblia: qHTS | Giardia lamblia trophozoite viability | activity change, % at 7.66 µM, hits read low | 0.15% of 340,000 active | AID 540267, 2011; in the data active = activity change below about -80%; inconclusive = between about -30% and that limit;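 note: parasites exposed to compound for two days anaerobically before the ATP read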
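Giardia trophozoites, 100 cells per well, were exposed to compounds for 48 hrs at 37 deg C under anaerobic conditions; viability was then read as ATP content by bioluminescence after 15-30 min at room temperature.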
hERG WT inh = qHTS for Inhibitors of KCHN2 3.1: Wildtype qHTS; Voltage-gated inwardly rectifying potassium channel KCNH2 (Homo sapiens), Q12809; activity change, % at 1.84 µM; 0.37% of 340,000 active; U2OS, BacMam KCNH2, thallium flux FluxOr; stronger effect = lower value; AID 720551, 2013;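 active = maximum activity change below -70%; inconclusive = maximum activity change between -70% and -50%; inactive = maximum activity change above -50%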
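U2OS cells were transduced with wild-type KCNH2 virus (2.03 x 10^8 / mL) for 4 h at room temperature, then cultured overnight at 37 C. Thallium flux was read with FluxOr dye. Rate constants were normalized to DMSO controls.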
Numbers without * were called inactive; ? = inconclusive; . = no result given; & = joins results of further samples; [ ] = another dose, or the depositor's remark. Unless noted, calls come from the whole dose curve; as a rule, active = well fitted curve in the direction sought with a large enough effect; inconclusive = small, poorly fitted or top-dose-only effect, or another doubt; inactive = no such curve, though single readings can be large; an effect the other way counts as inactive or inconclusive. Unless noted, % is set by controls: 0 for no effect and ±100 for the full control effect. Outcome played no part in choosing rows; overall some 2.4% were active at least once.

No.	SMILES	Giardia killer	Coupling enz	GALK inh	hERG WT inh	Eya2 inh	PKM2 activator	Chronic BCR inh	KCNH2 3.1 block	B2AR arrestin	USP2a inh	uPA generation
1	COc1ccc(Nc2nc(C)nc3c2nnn3Cc2ccccc2Cl)c(OC)c1	-16	-1	-3%	-2	1%	5%	?	-6	0.5%	2%	-8%
2	Cc1cccc(NC(=O)CCCC(=O)OC(C)C(=O)c2ccccc2)c1 (configuration not stated)	0	2	-1%	-1	-11%	2%	1%	7	-0.1%	-2%	3%
3	CNNC(=O)C(C)NC(=O)c1ccc(Br)cc1 (configuration not stated)	-1	3	2%	-3	6%	-1%	-12%	-1	0.4%	2%	10%
4	COc1cccc(N(C(=O)c2sc(C)nc2C)C(C(=O)NCC2CCCO2)c2ccccc2)c1 (configuration not stated)	15	-1	-9%	0	-1%	-1%	0%	-12	-0.4%	-1%	16%
5	O=C(Nc1ccc(N2CCOCC2)cc1)c1cccc(S(=O)(=O)N2CCCC2)c1	17	-2	0%	16	-24%	-2%	?	10	-0.3%	1%	.
6	CN(C)c1ccc(N2CC(C)(C)C2=O)cc1	-4	1	0%	4	13%	4%	?	29	0.0%	2%	-3%
7	CCc1nc2ccc(C(=O)Nc3ccc(NC(C)=O)cc3)cc2nc1CC	21	0	0%	2	9%	0%	6%	0	-0.9%	1%	21%
8	C[C@H]1CN([C@@H](C)CO)C(=O)c2cccc(NC(=O)C3CC3)c2O[C@H]1CN(C)Cc1ccc(-c2ccccc2)cc1	-12	.	.	33	10%	.	0%	-3	0.5%	-7%	-6%
9	C=CCN1C(=O)c2ccccc2Sc2ccc(C(=O)N3CCN(C)CC3)cc21	17	0	-1%	10	-3%	-3%	3%	0	-0.4%	-5%	-3%
10	CCn1c(SCC(=O)Nc2nccs2)nnc1-c1ccc(S(=O)(=O)N2CCCCC2)cc1	-9	-2	-2%	-2	-22%	-2%	?	-8	-0.4%	0%	-1%
11	Cc1ccc(CCNS(=O)(=O)c2ccc3c(c2)NC(=O)CCS3)cc1	38[activator]	2	3%	6	0%	.	0%	-27	0.0%	4%	11%
12	O=C(COC(=O)c1cc(=O)[nH]c2ccccc12)c1ccccc1	-6	1	0%	0	0%	-4%	0%	5	0.2%	0%	-3%
13	c1cc(C2OCCN2CC2COC3(CCCC3)O2)ccn1 (configuration not stated)	-8	2	-2%	-9	10%	-5%	9%	-2	0.0%	0%	6%
14	COc1ccc([N+](=O)[O-])c(OC)c1C(=O)NC(=O)Nc1c(F)cc(F)cc1F	27	0	0%	-4	6%	5%	3%	10	-0.6%	-1%	-2%
15	CC1=CC(C)(C)N(S(=O)(=O)c2ccc(C)cc2)c2ccccc21	6&-6	-1	0%	-12	-4%	-6%	23µM*	-11	-0.3%	4%	?
16	COc1ccc(C(CC(=O)O)NC(C)=O)cc1OC (configuration not stated)	7	3	-1%	-6	-10%	0%	-1%	-4	0.1%	0%	2%
17	COc1ccccc1CCN=C(N)NS(=O)(=O)c1ccc(C)c(C)c1	-9	0	3%	-2	9%	-12%	0%	-17	-1.0%	-1%	-2%
18	Cc1nnc(NC(=O)CSc2cn(Cc3ccccc3)c3ccccc23)s1	-6	-1	1%	-5	10%	12%	24%	-40	-0.2%	-2%	-25%
19	COC(=O)CC1=C(C(=O)OC)C(c2ccncc2)C(C#N)=C(N)O1 (configuration not stated)	7	6	0%	-6	-12%	-2%	?	-15	3.1%	8%	-14%
20	O=C(COc1ncnc2ccccc12)Nc1cc(S(=O)(=O)N2CCOCC2)ccc1Cl	2	2	2%	-5	4%	0%	3%	-2	-0.2%	6%	3%

Some of these compounds in order of the GALK inh value, highest first:
# | SMILES | GALK inh | Eya2 inh | PKM2 activator | Chronic BCR inh | B2AR arrestin | uPA generation
11 | Cc1ccc(CCNS(=O)(=O)c2ccc3c(c2)NC(=O)CCS3)cc1 | 3% | 0% | . | 0% | 0.0% | 11%
3 | CNNC(=O)C(C)NC(=O)c1ccc(Br)cc1 (configuration not stated) | 2% | 6% | -1% | -12% | 0.4% | 10%
19 | COC(=O)CC1=C(C(=O)OC)C(c2ccncc2)C(C#N)=C(N)O1 (configuration not stated) | 0% | -12% | -2% | ? | 3.1% | -14%
16 | COc1ccc(C(CC(=O)O)NC(C)=O)cc1OC (configuration not stated) | -1% | -10% | 0% | -1% | 0.1% | 2%
1 | COc1ccc(Nc2nc(C)nc3c2nnn3Cc2ccccc2Cl)c(OC)c1 | -3% | 1% | 5% | ? | 0.5% | -8%

Further results.
No.	SMILES	Giardia killer	Coupling enz	GALK inh	hERG WT inh	Eya2 inh	PKM2 activator	Chronic BCR inh	KCNH2 3.1 block	B2AR arrestin	USP2a inh	uPA generation
21	COc1ccc(NC(=O)COC(=O)c2ccc(-n3nc(C)cc3C)cc2)cc1OC	-20	.	.	-2	-5%	.	-10%	-6	0.2%	0%	-5%
22	Cc1cc(C)n(-c2nnc(N3CCN(c4ccc(F)cc4)CC3)nn2)n1	-1	-12	0%	-2	7%	4%	-1%	-14	-0.8%	6%	2%
23	Cn1c(=O)c(C(=O)CSc2nnc(Nc3ccccc3)s2)c(N)n(Cc2ccccc2)c1=O	9	-3	-5%	1	1%	-6%	7%	-26	-0.1%	2%	-10%
24	COc1cccc(C(=O)NCCSc2c(C)[nH]c3ccccc23)c1OC	-8	0	.	8	-7%	1%	0%	4	0.1%	3%	6%
25	CCOc1cc(C2Nc3ccccc3NC3=C2C(=O)CC(C)(C)C3)ccc1OC(C)=O (configuration not stated)	-19	1	-8%	-2	9%	-1%	0%	6	-0.3%	0%	27%
26	CCOC(=O)c1c(/N=C/N(C)C)sc(C)c1C	15	0	-1%	-6	6%	5%	-15%	16	0.2%	3%	-3%
27	CC12CCC(=O)N1C(C(=O)Nc1nc3ccc(F)cc3s1)CS2 (configuration not stated)	21	.	.	-6	9%	.	?	7	0.3%	0%	-6%
28	CCC(C)(C)NC(=O)C(c1ccc(OC)cc1)N(C(=O)CCC(=O)Nc1cc(C)on1)c1ccccc1F (configuration not stated)	-27	3	-4%	-3	-15%	-5%	6%	-14	0.3%	-1%	0%
29	C=CCOc1ccc(Br)cc1/C=N/O	-5	-1	4%	2	7%	2%	?	4	0.3%	0%	-2%
30	CCOC(=O)N1CCN(C(=O)CSc2ccc(-c3ccccc3)nn2)CC1	-3	1	-1%	-3	-3%	-2%	-6%	8	-0.5%	3%	-4%
31	N#Cc1cn(Cc2ccccc2)c(=O)[nH]c1=O	-1	9	-1%	6	0%	-7%	4%	-1	-0.1%	4%	-5%
32	NS(=O)(=O)c1ccc(CCNC(=O)C2CC(=O)N(Cc3ccccc3Cl)C2)cc1 (configuration not stated)	43[activator]	.	.	11	-4%	.	5%	0	-0.7%	-1%	2%
33	COCC(C)NC(=O)C1CC(c2cccc(Br)c2)=NO1 (configuration not stated)	55[activator]	1	0%	-3	12%	-3%	-1%	6	0.0%	-2%	-4%
34	N#Cc1cccc(-c2nnc(SCc3ccccc3C#N)o2)c1	5	0	-3%	18	-7%	-9%	2%	-6	-0.9%	1%	3%

Excerpt, compounds 33 to 34
No.	SMILES	Giardia killer	Coupling enz	GALK inh	hERG WT inh	Eya2 inh	PKM2 activator	Chronic BCR inh	KCNH2 3.1 block	B2AR arrestin	USP2a inh	uPA generation
33	COCC(C)NC(=O)C1CC(c2cccc(Br)c2)=NO1 (configuration not stated)	55[activator]	1	0%	-3	12%	-3%	-1%	6	0.0%	-2%	-4%
34	N#Cc1cccc(-c2nnc(SCc3ccccc3C#N)o2)c1	5	0	-3%	18	-7%	-9%	2%	-6	-0.9%	1%	3%
